Screens from PubChem BioAssay.
UHRF1 MBD2 ctr: UHRF1 methyl-DNA binding inhibition | Q96T88 | UHRF1 binding to methylated oligo, TR-FRET | hit rate 0.75% among 370,000 | inhibition, % at 4.4 µM | AID 687016; in the data active = inhibition above about 21%;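 also: UHRF1 SRA domain binding a hemimethylated CpG hairpin DNA probe; 0% = median of test compound wells and 100% = reference inhibitor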
Target sequence (Q96T88 whole entry, looked up, the tested form may be a part): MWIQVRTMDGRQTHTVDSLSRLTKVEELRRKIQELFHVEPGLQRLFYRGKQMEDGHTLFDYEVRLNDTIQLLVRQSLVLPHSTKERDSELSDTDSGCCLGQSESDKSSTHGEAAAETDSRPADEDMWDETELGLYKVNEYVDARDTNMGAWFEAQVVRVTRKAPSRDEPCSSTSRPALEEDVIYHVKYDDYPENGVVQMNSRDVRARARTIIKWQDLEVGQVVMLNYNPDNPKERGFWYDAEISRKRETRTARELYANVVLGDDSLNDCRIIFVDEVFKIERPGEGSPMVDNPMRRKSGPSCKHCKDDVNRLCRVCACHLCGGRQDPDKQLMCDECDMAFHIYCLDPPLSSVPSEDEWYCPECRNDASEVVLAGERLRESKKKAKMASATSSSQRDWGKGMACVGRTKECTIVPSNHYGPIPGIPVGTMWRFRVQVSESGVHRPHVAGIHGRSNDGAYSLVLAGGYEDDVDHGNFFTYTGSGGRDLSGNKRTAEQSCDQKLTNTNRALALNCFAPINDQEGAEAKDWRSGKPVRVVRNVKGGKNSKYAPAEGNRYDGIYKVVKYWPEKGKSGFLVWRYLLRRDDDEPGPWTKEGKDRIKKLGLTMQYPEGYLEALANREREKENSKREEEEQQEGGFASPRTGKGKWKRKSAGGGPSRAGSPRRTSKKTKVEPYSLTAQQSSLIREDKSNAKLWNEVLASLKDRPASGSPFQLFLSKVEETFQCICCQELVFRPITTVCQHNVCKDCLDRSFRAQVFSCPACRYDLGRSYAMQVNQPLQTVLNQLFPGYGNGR
MBD2 inh: inhibitors of human MBD2 binding to methylated oligonucleotide; Q9UBB5; TR-FRET; inhibition, % at 4.4 µM; hit rate 0.31% among 370,000; in the data active = inhibition above about 13%
HTRA1 inhibitor: inhibitors of human serine peptidase HTRA1; Q92743; recombinant HTRA1, FP-rhodamine activity-based probe, fluorescence polarization; inhibition, % at 5.96 µM; hit rate 0.5% among 340,000; AID 504803; in the data active = inhibition above about 36%;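 also: 0% = enzyme with DMSO and 100% = wells lacking enzyme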
PG9 Ab binder: small molecules binding HIV-1 gp120 antibody PG9 | hit rate 0.43% among 360,000 | AID 624416 | TR-FRET gp120-PG9 antibody binding | inhibition, % at 6.7 µM; in the data active = inhibition above about 8.5%
PRMT1 FP inh: PRMT1 (human) inhibition, primary screen | Q99873 | recombinant PRMT1, activity-based probe fluorescence polarization | inhibition, % at 2.79 µM | hit rate 1.3% among 370,000 | AID 652257;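 active = inhibition above about 21% made by adding two undisclosed values, limit read from the data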
LEDGF integ inh: blocks HIV-1 LEDGF/p75-dependent DNA integration; TR-FRET IN-LEDGF/p75 DNA integration, Eu/Cy5; inhibition, % at 3.7 µM; hit rate 0.64% among 370,000; AID 743269;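 active = inhibition above the screen-wide mean plus 3 SD, cut at about 13% in these data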;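 also: signal is the Cy5 over europium emission ratio at 671 and 618 nm; 0% = plate median of compound wells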
TCR CD3 inh: human TCR-CD3 binding inhibition | inhibition, % at 9.4 µM | hit rate 0.37% among 360,000 | TAMRA-labeled TCR probe fluorescence, biochemical; in the data active = inhibition above about 19%;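 also: recombinant mutant TCR 2C K166C tagged with TAMRA read by polarization; 0% = receptor in buffer alone and 100% = receptor with positive control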
ABHD4 inh: ABHD4 (mouse) inhibition, primary FP screen; Q8VD66; purified mABHD4, FP-Rh probe fluorescence polarization; inhibition, % at 8.92 µM; hit rate 0.54% among 370,000;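 active = inhibition exceeding the mean over every tested compound plus 3 SD, cut at about 30% in these data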;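 also: 0% = plate median of compound wells and 100% = S159A mutant with DMSO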
Target sequence (Q8VD66 whole entry, looked up): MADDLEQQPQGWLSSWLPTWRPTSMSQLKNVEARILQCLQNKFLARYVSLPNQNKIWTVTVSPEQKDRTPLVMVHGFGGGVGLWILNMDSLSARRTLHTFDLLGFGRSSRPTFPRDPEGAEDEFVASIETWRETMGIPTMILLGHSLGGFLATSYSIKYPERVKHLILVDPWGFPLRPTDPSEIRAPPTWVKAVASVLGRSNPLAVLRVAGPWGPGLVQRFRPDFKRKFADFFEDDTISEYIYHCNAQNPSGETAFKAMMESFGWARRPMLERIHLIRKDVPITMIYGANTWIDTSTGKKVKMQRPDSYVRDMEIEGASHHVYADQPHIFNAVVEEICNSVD
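Assay system: mABHD4 protein; medium: HEPES pH 7.0, NaCl, Pluronic buffer; dosing: 8.92 µM, single dose; schedule: 45 min + 60 min at 25 °C; signal: FP readout, ex 525 nm / em 598 nm; read-out: normalized percent inhibition of probe labeling; repeats: single replicate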
NR1D1 modulator: Rev-erb alpha (human) modulation; Rev-erbα–FITC-DNA binding, fluorescence polarization, 90 min; activity, % at 10 µM; hit rate 0.79% among 370,000;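 active = activity above about 14%, limit read from the data; passing the limit was not always enough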;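 also: 0% = DMSO wells with 35 nM protein and 100% = DMSO wells with 750 nM protein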
rCAG binder: binds r(CAG) RNA repeats. AID 651821. inhibition, % at 3 µM. hit rate 1.3% among 370,000. r(CAG) RNA repeat, TO-PRO-1 dye displacement fluorescence;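 active = inhibition above the plate cutoff, the mean of all test compounds on that plate plus 3 SD, cut at about 35% in these data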;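 also: 0% = DMSO alone and 100% = 100 µM mitoxantrone as full dye displacement; higher means more dye released from RNA so lower well fluorescence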
* = called active by the depositor; nt = no result given.

nr	molecule	UHRF1 MBD2 ctr	MBD2 inh	HTRA1 inhibitor	PG9 Ab binder	PRMT1 FP inh	LEDGF integ inh	TCR CD3 inh	ABHD4 inh	NR1D1 modulator	rCAG binder
1	O=C(NCc1ccccn1)C12CC3CC(CC(C3)C1)C2	0	2	-1	0.9	-3	0	2	7	1	-2
2	CC(Oc1ccccc1)C(=O)OCC(=O)N1CC(=O)Nc2ccccc21 (stereo unspecified)	-2	2	2	1.5	-3	-2	5	2	0	-3
3	CCn1c(SCc2cc(=O)n3ccsc3n2)nc2ccccc21	-2	3	2	-2.4	3	3	-1	4	-2	-5
4	COCCn1c(CCC(=O)O)nc2c1c(=O)[nH]c(=O)n2CC(C)C	-3	1	1	0.1	-1	0	-1	8	-3	1
5	NC(=O)c1ccnc2c(O)cccc12	4	4	-2	-0.7	3	-5	-5	12	-2	-4
6	CCOc1ccc(OCC)c(NC(=O)CN2CCN(c3cc(C)ccc3C)CC2)c1	10	2	-8	-2.6	5	-4	-4	19	5	0
7	O=C(Nc1ccc(N2CCN(C(=O)C3CC3)CC2)cc1)c1cccs1	7	9	4	-4.1	3	-1	3	9	-2	-1
8	O=C(CN1CCc2cc3c(cc2C1)OCCCO3)Nc1ccc(S(=O)(=O)N2CCCC2)cc1	3	1	-6	-0.3	2	-1	-5	8	-5	3
9	Cc1ccc2c(c1)-c1nc3ccccc3cc1C2=NC1CCCCC1	-9	-5	-17	-2.4	1	2	1	-5	6	9
10	N#C/C(=C\c1ccc(OCc2ccc(F)cc2)cc1)C(=O)Nc1cccc(C(=O)O)c1	1	-1	0	1.2	-1	9	-10	-13	-2	5

Sorted by the number under NR1D1 modulator (ascending): 3 of the compounds above
No.	Molecule	UHRF1 MBD2 ctr	MBD2 inh	HTRA1 inhibitor	PG9 Ab binder	PRMT1 FP inh	LEDGF integ inh	TCR CD3 inh	NR1D1 modulator
7	O=C(Nc1ccc(N2CCN(C(=O)C3CC3)CC2)cc1)c1cccs1	7	9	4	-4.1	3	-1	3	-2
2	CC(Oc1ccccc1)C(=O)OCC(=O)N1CC(=O)Nc2ccccc21 (stereo unspecified)	-2	2	2	1.5	-3	-2	5	0
9	Cc1ccc2c(c1)-c1nc3ccccc3cc1C2=NC1CCCCC1	-9	-5	-17	-2.4	1	2	1	6

Continuation:
nr	molecule	UHRF1 MBD2 ctr	MBD2 inh	HTRA1 inhibitor	PG9 Ab binder	PRMT1 FP inh	LEDGF integ inh	TCR CD3 inh	ABHD4 inh	NR1D1 modulator	rCAG binder
11	Cc1ccc(C(=O)SC2=NCCS2)cc1	-2	-7	5	1.4	-4	1	5	-3	nt	-2
12	O=C(c1ccco1)N1CCN(CCOCCOc2cccc3ccccc23)CC1	-1	-7	-6	-4.6	3	5	4	6	-3	-7
13	CCS(=O)(=O)N(CC(=O)Nc1cccc2ccccc12)c1ccc(OC)cc1	0	-6	10	-1.6	-1	5	3	-7	3	0
14	CCOC(=O)c1sc(NC(=O)CSC(=S)N2CCN(C)CC2)nc1C	3	-5	1	-0.8	8	-5	-6	-6	-6	-7
15	NNC(=O)c1ccc(Cn2cc(Br)cn2)o1	1	-2	-15	-1.1	-1	2	0	-8	-4	-1
16	CCCCN(C(=O)Nc1ccc(OCC)cc1)C1CCN(C(C)=O)CC1	2	0	-5	-0.4	2	0	0	1	3	-7
17	C#CCNC(=O)C1=C[C@H](c2coc3ccccc3c2=O)C[C@H](OCCCCO)O1	4	6	-1	0.3	5	0	0	-5	-2	7
18	CC(=O)Nc1ccc(C(=O)COC(=O)C2CCCCC2)c(F)c1	0	-5	-6	-3.2	2	-1	4	-1	-3	2
19	Cc1ccc(C2=CSC3=NNC4(CCCCC4)NN23)cc1	-4	0	-11	-0.4	8	0	1	8	4	1
20	O=C(C[n+]1ccc(-c2ccccc2)cc1)Nc1ccc([N+](=O)[O-])cc1	-2	-8	6	-0.2	-3	-6	6	6	-4	17
21	COc1ccc(OC)c(CN2CCN(C(=O)[C@@H](NC(=O)c3cccc(C)c3)C(C)C)CC2)c1	1	-6	-5	-1.4	-1	0	1	1	8	-2
22	Cn1c(=O)[nH]c(=O)c2c1nc(N1CCc3ccccc3C1)n2CCSc1nc2ccccc2s1	2	-1	6	-1.3	1	4	-6	-1	0	-1
23	OCc1ncc(-c2ccccc2)s1	0	-6	8	-1.2	-1	-2	-3	3	-1	0
24	CCOc1ccccc1/C=N/NC(=O)c1nnn(-c2nonc2N)c1CN1CCCC1	3	-3	3	2.2	-1	3	0	0	-2	4
25	O=C(OCc1cn(Cc2ccc(F)c(F)c2)nn1)N1CCCC1	-1	-7	nt	nt	-3	0	nt	4	6	0
26	C=CCn1c(C)cc(-c2csc(NCC)n2)c1C	-3	-3	30	-3.5	11	5	-3	21	-1	3
27	Cc1noc(C)c1NC(=O)N(C)C[C@H]1Oc2ccc(NC(=O)c3ccncc3)cc2C(=O)N([C@H](C)CO)C[C@@H]1C	-2	3	-2	0.3	-1	-1	5	2	1	0
28	COc1ccc2[nH]c3c(c2c1)CCN1C(=O)C(CC(=O)NCc2ccco2)C[C@H](C(=O)N2CCCCC2)[C@@]31C (stereo partly specified)	0	4	0	-2.2	1	-4	-3	6	-4	3
29	CNC(=O)C1CCN(S(=O)(=O)c2c(C)noc2/C=C/c2ccccc2F)CC1	1	2	-2	-2.8	-2	-4	-6	1	-2	1
30	CC(C)OCCCNC(=O)c1cccs1	2	1	6	-0.4	3	-2	-1	-2	-2	-1
31	Clc1ccccc1Cc1noc(CN2CCCCC2c2ccccn2)n1 (stereo unspecified)	3	-1	4	-2.8	-3	1	-1	-1	3	-8
32	COc1cc(CN2CCCC(C(=O)c3ccc(SC)cc3)C2)cc(Cl)c1O (stereo unspecified)	-4	2	-3	-0.1	-1	2	9	-9	7	-3
33	C=C(C)Cn1c2ccc(NC(=O)CCc3cccnc3)cc2c(=O)n1C	0	-2	nt	1.4	-1	1	-6	4	1	2
34	CCN(Cc1nc(-c2ccccc2)no1)C(=O)c1ccco1	-2	1	-1	-0.1	-1	-1	3	-1	1	-2
35	O=C(Nc1ccc(N2CCN(C(=O)c3ccco3)CC2)cc1)c1ccccc1Br	0	-1	8	-1.9	3	2	0	7	1	-3
36	CCOc1cccc(OCCCCn2cnc3ccccc3c2=O)c1	0	1	1	1.8	2	-5	1	3	-5	-6
37	N#Cc1nc(-c2ccco2)oc1NCCc1ccccc1	0	0	-1	-0.2	-1	-1	2	-3	-1	4
38	CCOC(=O)CN(C(=O)c1ccccc1)c1ccccc1C	-1	0	-1	-3.4	-2	1	4	3	-6	-7
39	Cc1nnc(Sc2cc(C(=O)NC3CC3)c3ccccc3n2)s1	-3	3	-1	-0.1	-4	1	8	-4	-3	2
40	C[C@@H]1CN(S(=O)C(C)(C)C)[C@@H](CCO)/C1=C\c1ccccc1 (stereo partly specified)	-1	-5	0	0.3	0	-6	9	1	3	1
41	Cc1nc(CNC(=O)C2CCC(=O)N(CCc3ccc(Cl)cc3)C2)sc1C (stereo unspecified)	-4	1	4	1.3	-2	-2	1	5	-4	-5
42	O=C1Nc2ccccc2Nc2ccccc21	23*	6	2	-3.1	1	-2	2	0	0	1
43	Cc1ccc(-c2csc(N3CCC[C@@H]3C(=O)NCCn3c(-c4ccncc4)nc4ccccc43)n2)cc1	1	4	-16	-3.0	-1	-4	-5	3	-6	6
44	CS(=O)(=O)N1CCc2cc(C(=O)Nc3ccccc3Cl)ccc21	0	-2	-3	-1.2	-2	11	-1	-10	4	-2
45	Cc1ccc(S(=O)(=O)Nc2cccc(C(=O)NCC3(N4CCCCC4)CCCCC3)c2)cc1F	-1	-2	-3	0.8	0	0	0	7	-5	-6
46	Cc1ccccc1NC(=S)NC(C)C(c1cccs1)N1CCOCC1 (stereo unspecified)	-1	1	-5	-0.9	0	0	1	4	-2	1
47	O=S(=O)(Nc1cccc(S(=O)(=O)N2CCOCC2)c1)c1cccs1	0	0	-7	-3.7	1	2	9	-1	3	6
48	CCN(CC)c1ccc(/C=C2\C(=N)N3N=C(CC(=O)N4CCOCC4)SC3=NC2=O)cc1	-5	-3	4	-3.1	-14	-1	-6	-8	37*	7
49	CCCc1nn(-c2cc(Cl)ccc2OC)c2c1C(=O)CC(C)(C)C2	-1	5	-11	-2.9	0	-2	0	1	6	-5
50	CN1CCN(CCC(=O)N/N=C/c2ccccn2)CC1	0	4	11	2.0	5	-5	-10	28	3	0
51	CCCC1(c2ccccc2)NC(=O)N(CC(=O)Nc2sc(-c3ccccc3)cc2C(=O)OCC)C1=O (stereo unspecified)	-1	-3	-4	-1.3	-2	0	0	-6	56*	3
52	CCC1(CC)NC(=O)N(CC(=O)OCC(=O)Nc2ccccc2OC(F)F)C1=O	-3	0	0	1.9	-1	0	1	0	0	2
53	O=c1[nH]c(=O)n(C2OC(CO)C(O)C2O)cc1Br (stereo unspecified)	0	-4	-3	-0.8	-3	4	6	1	7	1
54	CC1CCN(c2nc(N(C)c3ccccc3)nc(N)c2[N+](=O)[O-])CC1	0	0	-19	-1.8	-7	0	3	6	3	-5
55	COc1cc(CN2CCCC(C)C2)cc([N+](=O)[O-])c1O (stereo unspecified)	-4	-10	-6	-2.3	-2	-1	3	1	0	0
56	COc1ccc(CCNC(=O)CCCn2c(=O)c3cccn3c3cccnc32)c(OC)c1	1	-4	-1	-0.9	-3	3	1	4	-4	-1
57	Cc1ccc(S(=O)(=O)N2CCN(C(=O)c3cc(S(=O)(=O)N4CCOCC4)ccc3F)CC2)cc1	1	4	-2	0.9	2	-4	-8	8	3	1
58	CCOc1ccc(-c2cn(-c3cccc(SC)c3)c(=O)[nH]2)cc1	2	-6	-7	2.9	3	0	4	-9	-1	11
59	CCSc1nnc(-c2cccc(S(=O)(=O)N(C)C)c2)n1-c1cc(OC)ccc1OC	4	0	2	2.7	1	1	-5	-1	5	-5
60	COCCCNc1nc2nonc2nc1N(C)CC1CCCN1C (stereo unspecified)	1	1	-2	-0.5	2	-4	-1	2	1	0

Further results follow:
nr	molecule	UHRF1 MBD2 ctr	MBD2 inh	HTRA1 inhibitor	PG9 Ab binder	PRMT1 FP inh	LEDGF integ inh	TCR CD3 inh	ABHD4 inh	NR1D1 modulator	rCAG binder
61	Cn1nnnc1Sc1c(Cl)cccc1[N+](=O)[O-]	0	2	9	1.8	-3	0	4	-3	2	-1
62	O=C(Nc1cccc(OCC(=O)N2CCOCC2)c1)c1ccc(C(F)(F)F)cc1	-2	-2	2	0.3	-3	3	3	-1	5	-2
63	O=C(c1nc2ncccn2n1)N1CCN(c2ccccc2)CC1	-3	1	3	0.6	1	2	-2	8	10	1
64	COc1cc2c(cc1OC)CN(CC(=O)Nc1ccc(C)c(C)c1)CC2	-1	-2	-1	-1.3	-2	-2	3	1	2	-4
65	CCCC(C(=O)NC(C)(C)CC)N(CC1CCCO1)C(=O)CNS(=O)(=O)c1ccc(F)cc1 (stereo unspecified)	0	-1	5	-3.9	-5	0	2	-11	-5	0
66	CCCc1c(C(=O)N/N=C/C=C/c2ccccc2)nnn1-c1nonc1N	-1	-2	2	0.6	0	-3	-1	2	-31	1
67	CCOCN(C(=O)Cn1c(COC)nc2ccccc21)c1c(C)cccc1CC	10	3	12	-0.8	-4	0	4	-1	0	-7
68	Fc1ccccc1NC(=S)NNc1ncc(C(F)(F)F)cc1Cl	4	-1	31	-2.1	4	0	3	8	-1	4
69	COC(=O)C1CN(C2CC2)CCS(=O)(=O)N1Cc1cn(Cc2ccc(F)cc2)nn1 (stereo unspecified)	13	9	nt	nt	0	-2	nt	1	-6	-1
70	Cc1ccc2cc(CN(CC3CCCO3)S(=O)(=O)c3ccccc3)c3nnnn3c2c1 (stereo unspecified)	21*	-6	-13	-0.1	1	-2	4	3	2	-1

The list is partial, so the mix of outcomes need not match the whole.
